RGS4 inh – human RGS4 inhibition; Potency, µM (highest dose often 114 µM), for inactives: at the top dose activity change, negative = inhibition, hits mostly inhibitors; 0.039% of 390,000 active; Transcreener GDP fluorescence polarization, RGS4-accelerated GTP hydrolysis; note: % is set by controls: 0 for no effect and ±100 for the full control effect; nearly all actives have a fitted effect of over 75% in size; some results filed as inactive show a strong effect at the top dose
Target sequence (P49798 whole entry, looked up): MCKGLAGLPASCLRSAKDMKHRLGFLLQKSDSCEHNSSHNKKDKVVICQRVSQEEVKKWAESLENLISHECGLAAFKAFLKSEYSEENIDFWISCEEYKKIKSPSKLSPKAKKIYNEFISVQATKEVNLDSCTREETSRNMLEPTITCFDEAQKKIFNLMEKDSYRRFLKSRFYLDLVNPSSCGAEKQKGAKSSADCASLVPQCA
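MLSMR compounds (23 nl, pin-transferred) preincubated 10 min at room temperature with a 500nM (2x) first reagent, then RGS4 at 900nM (2x) plus Transcreener GDP mix added; fluorescence polarization (620/688 nm) read before and after 90 min at 30 °C.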
Pin1 inhibitor – inhibitors of human Pin1; Q13526; Pin1 FP peptide displacement, HiFluor488, 10 min; Potency, µM (series often up to 115 µM), without a hit: top-dose activity, negative = inhibition, usual class: inhibitors; 0.009% of 390,000 active; active = well fitted inhibition curve with a large enough effect in the polarisation, with a control signal flat, not every such curve was filed as active; inconclusive = small, poorly fitted or top-dose-only effect, or effect the other way, or a change in a side signal; inactive = no such curve, though single readings can be large or run the other way; the % refers to the polarisation; note: % is set by controls: 0 for no effect and ±100 for the full control effect
Target sequence (Q13526 whole entry, looked up): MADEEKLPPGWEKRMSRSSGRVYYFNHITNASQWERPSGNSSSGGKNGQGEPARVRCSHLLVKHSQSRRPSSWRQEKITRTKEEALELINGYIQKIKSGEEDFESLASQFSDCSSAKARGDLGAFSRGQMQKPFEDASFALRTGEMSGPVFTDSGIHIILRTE
TrxR1 inh – rat TrxR1 inhibition; Potency, µM (highest dose often 114 µM), inactives show at the highest dose activity change, negative = inhibition, hits mostly inhibitors; O89049; recombinant rTrxR1, NADPH fluorescence consumption, selenite substrate; 1% of 390,000 active; note: % is set by controls: 0 for no effect and ±100 for the full control effect; nearly all actives have a fitted effect of over 65% in size
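Rat TrxR1 (90 nM in the dispensed reagent) was pre-reduced with 400 uM NADPH for 5 min at room temperature, then incubated with compound for 15 min. After 400 uM selenite was added, NADPH fluorescence (Ex 340/Em 450 nm) was followed for 8 min.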
JMJD2A Tudor – blocks the human JMJD2A Tudor domain; AlphaScreen JMJD2A-Tudor / H3K4me3 peptide binding; Potency, µM (series often up to 114 µM), without a hit: at the top dose activity change, negative = inhibition, hits mostly inhibitors; 4.4% of 390,000 active; AID 504339; note: % is set by controls: 0 for no effect and ±100 for the full control effect; nearly all actives have a fitted effect of over 50% in size
ERG-DNA inh – ERG Ets/DNA interaction inhibition. 0.028% of 370,000 active. P11308. fluorescence polarization, His-ERG Ets domain / labelled DNA. Potency, µM (series often up to 76.9 µM), inactives show at the highest dose FP activity, negative = inhibition, usual class: inhibitors; active = well fitted inhibition curve with a large enough effect in the polarisation, with a control signal flat; inconclusive = small, poorly fitted or top-dose-only effect, or effect the other way, or a change in a side signal; inactive = no such curve, though single readings can be large or run the other way; the % refers to the polarisation;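 note: polarization taken with two DNA probes labelled with fluorescein and Texas red; % of control where 0% means no effect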
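His-tagged ERG Ets domain (1 uM in the protein solution; 300mM KCl, 50mM Tris-HCl, 1mM EDTA, 1mM DTT, pH 7.5) received compound, then a probe mix of 5 nM fluorescein-DNA and 100nM Texas-615-DNA. Fluorescence polarization was read for both dyes.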
HP1b binding inh – inhibitors of HP1-beta chromodomain binding to methylated histone tails; P83916; AlphaScreen HP1-beta / biotin-H3K9me3 peptide binding; Potency, µM (series often up to 114 µM), for inactives: top-dose activity change, negative = inhibition, most hits filed as inhibitors; 0.56% of 390,000 active; note: nearly all actives have a fitted effect of over 70% in size; inactives centre near 23
Target sequence (P83916 whole entry, looked up): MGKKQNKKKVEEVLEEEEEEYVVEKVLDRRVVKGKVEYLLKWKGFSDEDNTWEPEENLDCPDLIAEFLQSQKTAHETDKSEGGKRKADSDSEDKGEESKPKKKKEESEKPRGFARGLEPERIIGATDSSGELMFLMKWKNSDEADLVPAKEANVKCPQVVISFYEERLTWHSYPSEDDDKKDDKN
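HP1-beta protein (50 nM final) preincubated 30 min at room temperature with biotinylated H3(1-18)K9me3 peptide (50 nM) in PBS pH 7.4, 0.01% Tween-20, then compound added for 30 min. AlphaScreen streptavidin donor/nickel chelate acceptor beads (10 ug/mL final), 30 min dark, luminescence read.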
GLS inh – blocks human kidney-isoform glutaminase activity; O94925; GLS enzymatic activity, qHTS titration; Potency, µM (titrated, usually from 45.5 µM), without a hit: top-dose activity change, negative = inhibition, usual class: inhibitors; 0.21% of 410,000 active; AID 624170; note: % is set by controls: 0 for no effect and ±100 for the full control effect
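Enzyme dispensed in phosphate buffer (45 mM, pH 8.2, 0.02% Tween-20), compounds pinned in, then 1 mM L-glutamine solution and the glutamate oxidase–HRP–Amplex Red mix added; fluorescence read immediately and again after 30 min at room temperature.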
12-LOX inh – inhibitors of human 12S-lipoxygenase ALOX12; P18054; 1.1% of 580,000 active; purified 12hLO, xylenol orange hydroperoxide absorbance; Potency, µM (highest dose often 108 µM), inactives show at the top dose activity change, negative = inhibition, most hits filed as inhibitors; note: % is set by controls: 0 for no effect and ±100 for the full control effect
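Purified human 12hLO (150 nM final) in 25 mM Hepes, 0.01% Triton X-100, pH 7.0 was preincubated 15 min at room temperature with compound. Then 40 uM arachidonic acid was added, 30 min. Hydroperoxide was read by Fe-XO absorbance ratio 573/405 nm.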
Tb PGK inh – blocks T. brucei phosphoglycerate kinase. P07378. PGK/GAPDH coupled, Kinase-Glo luminescence, 60 min. Potency, µM (highest dose often 57.5 µM), for inactives: at the highest dose activity change, negative = inhibition, usual class: inhibitors. 0.043% of 380,000 active; note: % is set by controls: 0 for no effect and ±100 for the full control effect; nearly all actives have a fitted effect of over 60% in size
Target sequence (P07378 whole entry, looked up): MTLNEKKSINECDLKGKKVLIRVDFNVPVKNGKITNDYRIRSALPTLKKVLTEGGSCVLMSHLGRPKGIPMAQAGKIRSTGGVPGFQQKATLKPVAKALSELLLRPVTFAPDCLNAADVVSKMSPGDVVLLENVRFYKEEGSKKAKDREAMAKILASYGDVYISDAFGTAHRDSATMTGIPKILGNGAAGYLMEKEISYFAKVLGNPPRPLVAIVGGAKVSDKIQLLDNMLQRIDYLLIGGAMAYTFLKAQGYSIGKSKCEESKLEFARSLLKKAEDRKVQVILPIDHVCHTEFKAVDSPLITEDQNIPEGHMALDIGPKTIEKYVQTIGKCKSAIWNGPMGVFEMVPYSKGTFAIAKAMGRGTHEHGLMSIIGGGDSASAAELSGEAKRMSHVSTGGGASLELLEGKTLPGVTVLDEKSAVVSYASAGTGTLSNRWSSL
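Recombinant glycosomal PGK reaction used 1,3-bisphosphoglycerate generated in-well by GAPDH (100nM final) in 100mM TEA pH 7.6, 5mM MgCl2, 0.01% Tween-20. After 60 minutes at room temperature, ATP was read by Kinase-Glo Plus luminescence end-point.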
* = called active by the depositor; i = inactive; u = inconclusive; x = not tested or not shown; & = joins results of further samples; [ ] = another dose, or the depositor's remark. Unless noted, calls come from the whole dose curve; as a rule, active = well fitted curve in the direction sought with a large enough effect; inconclusive = small, poorly fitted or top-dose-only effect, or another doubt; inactive = no such curve, though single readings can be large; an effect the other way counts as inactive or inconclusive. Potency is the fitted concentration of half-maximal effect. Only part of the results is shown; count on the stated rates, not on these rows.

SMILES | RGS4 inh | Pin1 inhibitor | TrxR1 inh | JMJD2A Tudor | ERG-DNA inh | HP1b binding inh | GLS inh | 12-LOX inh | Tb PGK inh
CCn1nc(C(C)C)cc1C(=O)N1CCCC(CO)(Cc2ccc(F)cc2F)C1 (stereo unspecified) | -11% | 2% | 8% | 7% | -4% | 33% | 0% | -2% | -5%
CCOc1ccc(NC(=S)NCc2cccnc2)cc1 | -22% | -1% | 28%[11.4 µM] | -5% | -4% | 48%[activator] | 0% | 0% | 0%
Cc1ccc(NC(=O)CSc2nnc(COc3ccc(Cl)cc3)o2)cc1 | -1% | -2% | 15% | -14% | -5% | 17% | -1% | -12% | -7%
Cc1cc(N2CCC(C(=O)Nc3ccc(F)cc3C)CC2)n2nc(C)c(-c3ccc(Cl)cc3)c2n1 | 12% | -1% | 10% | 0% | 3% | 30% | 1% | 0% | -3%
COc1ccc(Br)cc1CNC(=O)Nc1cccs1 | -48% | 27% | -17%[57.1 µM] | -19% | 2% | 4% | 9% | u | i
Cc1cc(C)n(-c2ccc(C(=O)N3CCC(CO)(Cc4ccccc4)CC3)cc2)n1 | 20% | 0% | 13% | 18% | -1% | 59%[activator] | 3% | 1% | -1%
COc1ccccc1NC(=O)CSc1nnc2ccccn12 | 3% | 2% | -9% | -6% | 6% | 47%[activator] | 1% | 91%[activator] | 11%
Cc1ccc(C(=O)NC2CCc3ccccc3C2=O)cc1 (stereo unspecified) | u | -5% | 8%[57.1 µM] | -8% | -4% | 12% | 42%[activator] | 5% | -9%
COc1ccc(S(=O)(=O)c2nnn(-c3ccccc3F)c2C)cc1 | 18% | -9% | 23% | -6% | u | 25% | -1% | u | -4%
O=C1Nc2c(Br)cc(Br)c3cccc1c23 | 0% | 7% | 7% | -15% | 0% | 21% | -9% | -17% | -5%
O=C(COc1ccc2ccccc2c1)Nc1ccncc1 | -18% | 0% | 17%[57.1 µM] | -16% | -7% | 34% | 5% | 6% | -5%
CC[n+]1c(/C=C(\C)SC)sc2ccccc21 | -26% | 1% | -14% | u | x | 34% | 8% | u | x
Cn1c(Cn2c(=O)sc3ccccc32)nnc1SCC(=O)Nc1ccc(F)cc1 | -15% | 0% | 12%[57.1 µM] | 8% | 8% | 67%[activator] | -3% | 482%[activator] | i
CN1CCN(C(=O)C2CCN(S(=O)(=O)c3ccc(F)cc3)CC2)CC1 | -10% | 4% | 10% | -6% | -2% | 39%[activator] | -1% | -15% | 0%
O=C(Nc1ccccc1)c1cccc(NC(=O)c2ccco2)c1 | 19% | 5% | 27% | -12% | 13% | 42%[activator] | 2% | 1% | -2%
COc1ccc(C)cc1NC(=O)C(OC(=O)c1cc(C)oc1C)c1ccccc1 (stereo unspecified) | -6% | 12% | -10% | -10% | -16% | 36% | 1% | -16% | -2%
Cc1cc(C)c2nc(SCC#N)cc(C)c2c1 | -12% | 4% | 12% | 68%[activator] | x | 121%[activator] | 2% | 10% | x
COc1ccc(C(N)=O)cc1N | -4% | 2% | -14% | -5% | -6% | 20% | 5% | -7% | i
COc1ccccc1CNC(=O)CCCn1nc(C)c2c(C)n(-c3ccc(C)cc3)nc2c1=O | -12%&-13% | -1%&2% | 19%&-1% | -8%&-6% | -7%&-1% | 10%[57 µM] | 3%&7% | 7%&-46% | -8%
CC(=O)c1ccccc1OCCOc1ncnc2sccc12 | u | 9% | 21%[57.1 µM] | -1% | 1% | 28% | -8% | -9% | 3%

The final three records of the section before are carried over, then new ones follow.
SMILES | RGS4 inh | Pin1 inhibitor | TrxR1 inh | JMJD2A Tudor | ERG-DNA inh | HP1b binding inh | GLS inh | 12-LOX inh | Tb PGK inh
COc1ccc(C(N)=O)cc1N | -4% | 2% | -14% | -5% | -6% | 20% | 5% | -7% | i
COc1ccccc1CNC(=O)CCCn1nc(C)c2c(C)n(-c3ccc(C)cc3)nc2c1=O | -12%&-13% | -1%&2% | 19%&-1% | -8%&-6% | -7%&-1% | 10%[57 µM] | 3%&7% | 7%&-46% | -8%
CC(=O)c1ccccc1OCCOc1ncnc2sccc12 | u | 9% | 21%[57.1 µM] | -1% | 1% | 28% | -8% | -9% | 3%
CC(=O)c1sc2nsc(SCCN3CCCCC3)c2c1N | -50% | -8% | -3% | -26% | 2% | -12% | 17% | u | -5%
CCOC(=O)c1c(NC(=S)Nc2ccccc2)sc2c1CC(C)(C)SC2 | -51% | 17% | u | -29% | -1% | -8% | -21% | u | -1%
Cc1ccc(S(=O)(=O)/N=C(\c2ccccc2)N(C)S(=O)(=O)c2ccc(C)cc2)cc1 | 4% | -1% | 8% | -21% | -12% | 23% | 11% | 2% | i
O=c1c2cnn(-c3ccccc3Cl)c2ncn1Cc1cccnc1 | -3% | -1% | -12% | -12% | 6% | 12% | 2% | -4% | -8%
Cc1c(Cl)cccc1NC(=S)NC(=O)CCN1C(=O)c2ccccc2C1=O | -5% | 4% | -34% | -1% | -1% | 30% | -14% | -13% | -1%
CCCCn1c(N)c(N(CC(C)C)C(=O)CSC(C)C(=O)Nc2cc(C)on2)c(=O)[nH]c1=O (stereo unspecified) | -3% | -1% | 8% | -8% | 7% | 40%[activator] | 5% | -26% | 4%
CC(=O)c1c(C)[nH]c(C(=O)COc2cc(C)ccc2C(C)C)c1C | -14% | -6% | 4%[57.1 µM] | -11% | -3% | 29% | -2% | 0% | -6%
COc1cc(OC)cc(C(=O)NC(C(=O)NCc2ccccn2)C(C)C)c1 (stereo unspecified) | 9% | 5% | 13% | -11% | -12% | 30% | 2% | 8% | -6%
COCCNC(=O)CN(C(=O)Cn1nnc2ccccc21)c1ccc(C)cc1 | 1% | -5% | 9% | 5% | 2% | 45%[activator] | 0% | 1% | 6%
COc1ccc(S(=O)(=O)N2CCC3(CC2)OCCN3S(=O)(=O)c2ccc(OC)cc2)cc1 | 6% | 19% | 0% | -12% | -1% | 14% | 7% | -24% | -2%
CN(C)c1nc(N)nc(CSc2nnnn2C)n1 | -2% | -2% | 6%[57.1 µM] | -13% | -3% | 25% | 8% | -15% | 1%
Cn1cc(Br)c(-c2cccc(NC(=O)CCC(=O)O)c2)n1 | 9% | 3% | 18% | -20% | -5% | 16% | 0% | 0% | -3%
O=c1[nH]c(CSc2nnc(-c3ccccc3)n2-c2ccccc2)nc2ccccc12 | -8% | 7% | 0% | -20% | 6% | 43%[activator] | 2% | -3% | 2%
O=C(Nc1ccc(Cl)cc1)OCCN1CCOCC1 | 13% | -2% | -9%[2.29 µM] | -12% | 5% | 16%[57 µM] | -5% | -2% | i
O/N=C(\Cc1cscn1)c1ccc(O)cc1O | -6% | 0% | 21% | -36% | x | 28% | u | 15% | 0%
COc1ccc(C(=O)OCC(=O)Nc2ccc(F)c(F)c2F)cc1OC | -6% | -10% | 4% | 2% | 2% | 27% | 1% | -17% | -5%
Cc1ccc2nc(NC(=O)/C=C/c3ccc4c(c3)OCO4)sc2c1 | 13% | 0% | 12%[57.1 µM] | 1% | 5% | 29% | 5% | u | -9%
Cc1noc(C)c1COC(=O)Cc1ccc(Br)cc1 | -1% | -6% | 9%[57.1 µM] | 27% | -9% | 127%[activator] | -6% | -17% | i
O=C(NNC(=S)NCc1ccco1)c1ccc(S(=O)(=O)N2CCOCC2)cc1 | -28% | -2% | 4%[57.1 µM] | -19% | -5% | -9% | 2% | 3% | 0%
Cc1ccc(OCc2ccc(C#N)cc2)c(C(=O)c2cc(C#N)c(=O)n(C3CC3)c2)c1 | 31% | 3% | 26% | -6% | -1% | 31% | 4% | 0% | x
CC1CCN(C(=S)NC(=O)c2cccc([N+](=O)[O-])c2)CC1 | -37% | 1% | 9% | -28% | 6% | 24% | 6% | -9% | -5%
Cc1ccc(C)c(N2CCN(C(=O)CCn3c(=S)[nH]c4cc5c(cc4c3=O)OCO5)CC2)c1 | 2% | u | 3% | -18% | 2% | 55%[activator] | x | 0% | -4%
C[C@@H](NC(=O)Cn1cnc2c(OCc3ccccc3)ncnc21)c1cccc2ccccc12 | 1% | 14% | 27% | -26% | -9% | 13% | 0% | -7% | 2%
COCCn1c(CNC(=O)c2cccc(C)c2)nc2cccnc21 | -9% | 0% | 22%[57.1 µM] | -1% | 2% | 28%[57 µM] | 3% | -1% | -2%
O=C(c1ccc(Cn2cc(Cl)cn2)o1)N1CCN(Cc2ccc3c(c2)OCO3)CC1 | 14% | 2% | 8%[57.1 µM] | -18% | -4% | 4% | 9% | x | -10%
CCCOC(=O)N[C@@H]1C(=O)N2C(C(=O)OCCC)=C(C)CS[C@H]12 | 0% | -1% | 41%&6%[activator] | 5% | 2% | 27% | 1% | -1% | -4%
CCN(CC)CCCC(C)NC(=O)c1ccc(C(F)(F)F)cc1 (stereo unspecified) | 17% | -1% | 11%[57.1 µM] | 0% | 1% | 27% | 1% | -8% | -1%
CCN(C(=O)Cn1c(=O)nc(-c2ccccc2)c2cc(Cl)ccc21)c1cccc(C)c1 | -11% | 4% | 10%[57.1 µM] | -8% | 6% | 55%[activator] | 0% | -10% | -8%
O=C(C[C@H]1C/C=C\C[C@@H](Cc2ccc(F)cc2)C(=O)O[C@H](c2ccccc2)CNC1=O)N[C@@H](CO)Cc1ccccc1 | 16% | -1% | 1%[57.1 µM] | -23% | -7% | 22% | -1% | -13% | 2%
Cc1ccc(C)c(Cn2c(=O)n(CCC(=O)NCc3ccco3)c(=O)c3sccc32)c1 | -5% | -9% | -4% | -22% | -3% | 19% | 5% | -27% | 0%
